HSP90 inh – HSP90 inhibitors, primary screen, cell lysate, luminescence; AID 1789, 2009; inhibition, % at 5.6 µM; Heat shock protein HSP 90 (rabbit reticulocyte lysate; luciferase refolding); Rabbit reticulocyte lysate, luciferase refolding luminescence, 3 h; 290,000 tested, 0.91% active;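 active = inhibition above the screen-wide mean plus 3 SD, computed separately per campaign, cut at about 16% in these data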;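 note: 0% = DMSO wells and 100% = 60 µM geldanamycin wells; inhibitors lower the luminescence because luciferase stays unfolded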
aSyn UTR inh – MLPCN primary screen, SNCA 5' untranslated region. alpha-synuclein 5'UTR reporter, inhibitor activity. inhibition, % (tested at 7.5 µM). 300,000 tested, 0.82% active; in the data active = inhibition above about 60%; inconclusive = no clear call, values can overlap the other calls;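 note: H4 neuroglioblastoma cells stably carrying SNCA 5'UTR luciferase fusion; 0% = DMSO wells and 100% = positive control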
KLF5 inhibitor – KLF5 expression inhibitors, primary screen, DLD-1 cells, luminescence; DLD-1 KLF5 promoter-luciferase reporter; inhibition, % at 5 µM; 290,000 tested, 0.23% active; AID 1700, 2009;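 active = inhibition above a per-plate limit of that plate's mean compound inhibition plus 3 SD, cut at about 60% in these data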;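 note: 0% = DMSO wells and 100% = LY294002 at 200 µM; higher means less KLF5 promoter-driven luciferase light; inactives centre near -14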
HDAC3 inhib – HDAC3 deacetylase inhibitors, primary screen, biochemical, fluorescence, cell-free homogeneous. 320,000 tested, 0.15% active. recombinant HDAC3, fluorogenic peptide/trypsin coupled. inhibition, % at 8.3 µM; in the data active = inhibition above about 26%, passing the limit was not always enough; inconclusive = no clear call, values can overlap the other calls
Target sequence (O15379 whole entry, looked up): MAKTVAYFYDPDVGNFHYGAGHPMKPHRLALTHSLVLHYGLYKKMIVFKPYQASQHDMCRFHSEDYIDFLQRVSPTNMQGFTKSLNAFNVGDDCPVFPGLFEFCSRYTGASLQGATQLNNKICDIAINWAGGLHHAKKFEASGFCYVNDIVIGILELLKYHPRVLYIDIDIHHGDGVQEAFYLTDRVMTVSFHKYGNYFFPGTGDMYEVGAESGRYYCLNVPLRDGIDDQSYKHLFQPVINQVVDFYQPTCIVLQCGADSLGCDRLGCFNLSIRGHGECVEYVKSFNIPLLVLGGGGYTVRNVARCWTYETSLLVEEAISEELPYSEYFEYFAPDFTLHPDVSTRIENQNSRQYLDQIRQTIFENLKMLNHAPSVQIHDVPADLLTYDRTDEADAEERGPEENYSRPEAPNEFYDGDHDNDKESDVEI
HSF1 inhib – HSF1 inhibitors in luciferase reporter cells, primary screen, cell-based, NIH3T3, luminescence. NIH3T3-HGL HSE-luciferase, MG132-induced, luminescence 8 h; stronger effect = lower value. activity change, negative = inhibition, % at 7.5 µM (by protocol). 300,000 tested, 0.77% active;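 active = more than half of replicate wells show activity change below -50%, luminescence cut by over half; inconclusive = some wells, but at most half, below -50%; inactive = no replicate well below -50%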;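 note: luciferase reports HSF-1 transcriptional activity via heat shock element; 0% = median of DMSO wells and -100% = zero luminescence signal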
HSF-1 act – HSF-1 activators, primary screen, NIH3T3-HGL cells, MG132 stress, luminescence, single point; NIH3T3-HGL HSF-1 luciferase reporter, 8 h; 100% = twice DMSO control signal; activation, % at 9 µM; 300,000 tested, 1.7% active;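 active = mean replicate activation of at least 50% with a set share of replicates each reaching 50%; inconclusive = only one of those two conditions met; inactive = mean below 50% and too few replicates reaching it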;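 note: 0% = median of the neutral control wells and 100% = twice that signal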
IEC-6 cytotox – cytotoxicity in IEC-6 intestinal epithelial cells, primary screen, cytotoxicity control for KLF5 inhibitor project, cell-based, luminescence | IEC-6 cytotoxicity, luminescence viability | 290,000 tested, 0.78% active | inhibition, % at 5 µM | AID 1825, 2009; in the data active = inhibition above about 22%;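 note: 0% = plate median of test compound wells and 100% = cytotoxic reference compound wells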
AI-2 QS mod – Vibrio harveyi AI-2 quorum sensing modulators, primary screen, JMH597 strain, luminescence/OD600 ratio | Vibrio harveyi JMH597 AI-2 luminescence/OD600 ratio, 9 h; stronger effect = lower value; strain lacks LuxN and CqsS sensors; 0 = neutral-control median | activity change, % at 7.5 µM | 300,000 tested, 0.4% active | AID 2094, 2009; in the data active = activity change below about -75%, passing the limit was not always enough; inconclusive = no clear call, values can overlap the other calls;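 note: luminescence divided by OD600 gain over 9 h not by final OD600 alone; inactives centre near 13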
Platelet DG rel – inhibitors of platelet dense granule secretion, primary screen, cell-based, MLPCN, human platelets; human platelet-rich plasma, SFLLRN dense granule ATP release, luminescence; AID 1663, 2009; inhibition, %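 (compounds screened at 7.5 µM in platelet-rich plasma)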; 300,000 tested, 0.22% active;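 active = mean replicate score, as percent of positive control, at or above 50; inconclusive = mean below 50 but at least one replicate at or above 50; inactive = mean and every replicate below 50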
HIF act – HIF pathway transcriptional activators, primary screen, cell-based, U2OS HRE-luciferase, luminescence. U2OS HRE-luciferase reporter; normalized: DMSO 0%, desferrioxamine 100%. activation, % at 7.5 µM (by protocol). 300,000 tested, 0.32% active. AID 1910, 2009;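 active = mean activation of at least 10% of the iron chelator positive control signal, with at least half of replicates also reaching 10%; inconclusive = mean and replicate majority disagree about reaching 10%; inactive = mean and most replicates under 10%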
Starred values were filed as active, the others as inactive; ? = inconclusive; · = no result given.

molecule | HSP90 inh | aSyn UTR inh | KLF5 inhibitor | HDAC3 inhib | HSF1 inhib | HSF-1 act | IEC-6 cytotox | AI-2 QS mod | Platelet DG rel | HIF act
CC1Cc2ccccc2N1C1=CC(=O)CCC1 (centres undefined) | 1 | -18 | -14 | 4 | 2 | 3 | 3 | 25 | 1 | 0.1
COc1cccc(/C=N/NC(=O)CN(C2=NS(=O)(=O)c3ccccc32)c2ccccc2)c1 | -1 | 12 | -8 | 5 | -1 | -1 | 1 | 7 | 17 | -0.6
CC(=O)Nc1ccc(S(=O)(=O)NCC(CCC(=O)O)C(F)(F)F)cc1 (centres undefined) | -1 | -8 | -2 | -2 | -3 | 3 | 3 | 5 | -2 | -0.2
CCOc1ccccc1-c1cc(C(=O)N/N=C(\C)c2cccnc2)c2ccccc2n1 | 4 | -19 | 3 | -4 | -5 | 5 | 5 | 1 | -2 | 0.3
COc1cccc(-n2c(SCC(=O)NC3CCCCC3)nc3n[nH]c(C)c3c2=N)c1 | 2 | -27 | 5 | -3 | 15 | 12 | 16 | 33 | -14 | 3.1
COc1ccc(Cl)cc1NC(=O)CCn1c(=O)oc2ccccc21 | -1 | 5 | 6 | 1 | 15 | 11 | 6 | 14 | -1 | -0.8
CCc1c(C)[nH]n(-c2nc(-c3cccc([N+](=O)[O-])c3)cs2)c1=O | 0 | -55 | -33 | 14 | -1 | 15 | -1 | -2 | -3 | -0.4
CC1CCCN(C(=O)NC(=O)c2ccc(Cl)cc2)C1 (centres undefined) | -1 | -6 | -17 | 3 | 5 | 6 | -1 | 14 | -15 | 0.1
CCOC(=O)c1ccc(NC(=O)c2ccc(C)c(S(=O)(=O)N3CCOCC3)c2)cc1 | -3 | 11 | -40 | 4 | -6 | 16 | -1 | 13 | -2 | 0.5
CCOC(=O)C1(Cc2cccc(F)c2)CCN(C(=O)c2cscn2)CC1 | -4 | -5 | -4 | -2 | 6 | 9 | 4 | 8 | 3 | 0.0
Clc1ccccc1OCCCn1ccnc1 | -2 | 3 | -24 | 0 | -4 | 1 | 0 | -9 | 6 | -0.5
O=C1NC2=C(C(=O)CCC2)C(c2ccccc2Cl)N1 (centres undefined) | -3 | 7 | -18 | -3 | -1 | -7 | -6 | 16 | -3 | 1.4
CCc1ccc(/C(C)=N\Nc2ccc([N+](=O)[O-])cc2)cc1 | -3 | -137 | -38 | -9 | 11 | 45 | 6 | -37 | 11 | 2.8
CCO[C@H]1OC(C(=O)N2CCCCCCC2)=C[C@@H](C2CCCCC2)[C@@H]1CCCO | 10 | 13 | 0 | 0 | 2 | -18 | 7 | 12 | 1 | -0.3
Cc1ccc(-c2ccc(=O)n(CC(=O)NCCN(C)C)n2)cc1 | 2 | -9 | -15 | -3 | · | · | -3 | 7 | -3 | -0.1
O=C(COC(=O)C1CC2CCCC(C1)C2=O)NC(=O)c1ccc(OC(F)F)cc1 (centres undefined) | 0 | 1 | -47 | 7 | -1 | 12 | -7 | 19 | -17 | -0.1
Cc1occc1C(=O)NCCCCc1ccccc1 | -2 | -43 | -11 | 5 | 0 | 1 | -4 | 4 | -2 | 1.3
CC(=O)NCc1ccc(S(=O)(=O)N2CCN(c3ccccn3)CC2)cc1 | 1 | -14 | -17 | -3 | 5 | 26 | 1 | -1 | -5 | -0.1
FC(F)(F)c1nc(Oc2ccccc2)c2ccccc2n1 | 1 | 17 | 5 | 3 | -4 | 3 | 7 | 18 | -1 | -0.2
N#CCSc1nc(-c2ccccc2)nc2ccc(F)cc12 | -2 | -15 | -33 | -5 | -5 | -2 | -4 | 13 | 3 | -2.4
CC1(C)CC(NC(=O)COc2ccc([N+](=O)[O-])cc2)CC(C)(C)N1 | 6 | -4 | -43 | 2 | 3 | -11 | 5 | 14 | -2 | -0.2
Cc1ccc(C)c(CN2CCC(CNC(=O)Nc3ccc(C)c(F)c3)CC2)c1 | 7 | 6 | 4 | -4 | 5 | 4 | 2 | 9 | -3 | 1.8
O=C(NNC(=S)Nc1ccc(F)c(Cl)c1)c1ccccc1Br | 3 | -56 | -16 | 3 | 24 | 44 | 12 | 17 | 4 | 2.5
O=C(CN1CCC(NC(=O)Cc2ccccc2)CC1)Nc1cccc2ccccc12 | -1 | -6 | -23 | 1 | 7 | 0 | 4 | 22 | 15 | ·
O=C(Nc1ccccc1N1CCN(C(=O)c2ccccc2)CC1)c1ccccc1Cl | 3 | 4 | -24 | 0 | 8 | 16 | 0 | 24 | -1 | 0.1
Cc1ccc(NC(=O)Cc2ccc(Cl)cc2)nc1 | · | -21 | · | 2 | 2 | 24 | · | 12 | 12 | 1.4
Cc1cccc(Cn2c(C)c(C)c3cc(C(=O)NCCN4CCOCC4)ccc32)c1 | 1 | 0 | 2 | -6 | 14 | 28 | -4 | -2 | 3 | -0.2
COc1ccc(C(=O)NC(=S)Nc2ccc3c(c2)Cc2ccccc2-3)cc1 | 5 | 1 | -22 | 2 | -3 | -15 | 10 | 12 | 7 | 0.6
CCCOc1cc(CN2CCCCC2)cc(C(C)=O)c1 | 3 | -10 | -25 | -5 | -2 | -4 | -1 | 7 | 13 | -0.3
Cc1nn(-c2ccccc2)c(Oc2ccccc2)c1C=O | -1 | 12 | -16 | 1 | 0 | 19 | 7 | 8 | -10 | -0.3
NC(=O)[C@@H]1CCCCNc2c(F)cc([N+](=O)[O-])cc2C(=O)N[C@@H](CC(=O)O)C(=O)N[C@@H](CCC(=O)O)C(=O)N1 | -1 | 11 | 4 | 1 | -9 | -15 | 0 | 7 | -2 | -0.7
CCOC(=O)N1CCN(C(=O)CSc2ccc(-c3cccnc3)nn2)CC1 | 2 | 0 | -1 | 1 | -7 | 6 | 1 | 13 | 1 | -0.3
COc1ccc(C2=NCCc3cc(OC)c(OC)cc32)cc1 | 4 | 39 | -22 | 0 | -4 | 6 | 6 | 18 | -20 | 0.1
Cc1cccc(-c2noc(CNC(=O)c3ccoc3C)n2)c1 | -4 | -23 | -5 | · | -1 | 12 | 0 | ? | -3 | 0.4
O=C(CN(CC1CCCO1)C(=O)CCC(=O)Nc1nccs1)NCC1CCCO1 (centres undefined) | -4 | -2 | -11 | -2 | -4 | 3 | -9 | 16 | 8 | -0.5
Cc1ccc(CN(C(=O)COc2cccc(C)c2C)C2CCS(=O)(=O)C2)o1 (centres undefined) | 0 | 5 | -24 | 1 | 13 | 23 | 6 | 22 | 25 | 0.2
CCOC(=O)Cc1csc(NC(=O)CSC2=NCCS2)n1 | 1 | -10 | -17 | 3 | -4 | -8 | -4 | 13 | 5 | -2.3
O=C(CSC1=NS(=O)(=O)c2cc(Cl)ccc2N1)Nc1ccccc1C(F)(F)F | · | -4 | · | · | -6 | -13 | · | 12 | 7 | 0.0
CCN1CCN(Cc2ccc(NC(=O)c3cc(NC(=O)c4cc(C)on4)cc(OC)c3)cc2C(F)(F)F)CC1 | -4 | 20 | -12 | 3 | -3 | -8 | -2 | 6 | 1 | 0.8
Cn1nnc2cc(C(=O)NC3CC3)ccc21 | 5 | 4 | -5 | -1 | -7 | -6 | 4 | 31 | -2 | 0.3
CCc1ccc(NC(=S)Nn2cnnc2)cc1 | -3 | -11 | 6 | 3 | -9 | -2 | 1 | 32 | 3 | 0.7
Cc1ccc(Cn2c(SCC(=O)N/N=C/c3ccc(C)o3)nc3ccccc32)cc1 | 1 | 14 | -35 | 24 | -3 | 3 | 2 | 21 | -5 | -1.6
O=C(Nc1ccccn1)c1cccnc1 | 4 | 13 | -31 | -4 | -3 | 6 | 4 | 23 | 2 | 0.0
CCCCCOC(=O)c1ccc(NC(=O)c2cccc(NC(=O)c3ccccc3C(=O)O)c2)cc1 | -4 | 11 | -11 | -3 | -4 | -3 | 5 | 33 | 7 | -1.4
CC(=O)Nc1ccc(S(=O)(=O)Nc2nc3ccc([N+](=O)[O-])cc3s2)cc1 | 4 | -3 | 4 | -6 | -12 | -26 | 1 | 34 | -3 | 0.2
COc1ccc(S(=O)(=O)N2CCCCC2)cc1NC(=O)C1CC(=O)N(c2ccc3c(c2)OCCO3)C1 (centres undefined) | · | 6 | · | -8 | -4 | 1 | · | 7 | -1 | -44
C(=C/c1nccc2c1[nH]c1ccccc12)/c1ccc2c(c1)OCO2 | -3 | -132 | -64 | · | 23 | 42 | 14 | 28 | 13 | 6.3
Cc1ccc2c(c1)C(O)(CC(=O)c1ccc3c(c1)OCO3)C(=O)N2 (centres undefined) | 7 | 0 | 5 | 1 | -3 | 5 | 3 | 15 | 0 | 0.3
COc1ccc(C)cc1S(=O)(=O)N1CCC(C(=O)N2CCOCC2)CC1 | 1 | 11 | -12 | 3 | 7 | 33 | 0 | 0 | -4 | -0.6
COc1ccc2oc(-c3ccccc3)c(C(=O)N3CCOCC3)c2c1 | 3 | 12 | 3 | -16 | 6 | 35 | 3 | 20 | -2 | -0.7
CC1=CS/C(=C(/C#N)C(=O)N2CCOCC2)N1c1ccccc1 | -2 | -10 | 0 | 3 | -4 | -4 | -7 | 3 | ? | 0.5
COc1ccccc1-n1c(CNc2c(C)cccc2C)nnc1SCC(=O)N1CCOCC1 | -1 | 13 | -38 | 3 | -2 | 7 | -2 | 25 | -5 | 0.3
Cc1ccc(OCCSc2ncnc3nc[nH]c23)cc1 | 0 | -67 | -107 | 1 | 21 | 32 | 0 | -18 | -1 | 2.1
Cc1onc(-c2ccccc2Cl)c1C(=O)Nc1nnc(C(C)C)s1 | -1 | -3 | -25 | 2 | 3 | -4 | -4 | 38 | 1 | -0.2
CC(C)c1ccc(NC(=O)NCc2ccc(F)cc2)cc1 | -2 | -23 | 2 | 10 | -2 | 28 | -3 | 14 | 0 | 0.7
Fc1cccc(-n2c(-c3cccs3)nc3nc4ccccc4nc32)c1 | -1 | -5 | -25 | 0 | 1 | -7 | 1 | 12 | -5 | 0.6
COc1ccc(Cn2cnc3sccc3c2=O)cc1 | 2 | · | 19 | 3 | · | · | 6 | · | · | ·
CCOC(=O)C1(Cc2ccccc2)CCCN(CCO)C1 (centres undefined) | -2 | 15 | -28 | 1 | 1 | -3 | 0 | 19 | 1 | -0.4

Screens deposited in PubChem BioAssay by several laboratories.
